Screens from PubChem BioAssay.
SRC1 inh = inhibits human SRC1 coactivator; Q15788; HEK293 GAL4-SRC1 luciferase reporter, luminescence; inhibition, % at 3.6 µM; 360,000 compounds, 0.12% hits;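 active means inhibition above the campaign mean plus 3 SD, with each screening campaign given its own cutoff, cut at about 60% in these data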;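 further: 0% = DMSO treated cells and 100% = gossypol at 36 µM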
SRC2 inh = human SRC2 (NCOA2) inhibition | inhibition, % at 9 µM | 370,000 compounds, 0.17% hits | HEK293 GAL4-SRC2 luciferase reporter, luminescence;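 active means inhibition above the mean inhibition of all tested compounds plus 3 SD, set per campaign, cut at about 52% in these data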;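 further: 0% = DMSO treated cells and 100% = cells given Gossypol at 36 µM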
TROY NFkB inh = inhibitors of TROY-dependent NF-kB signaling; Q293 LMP1-TROYcd NF-kB luciferase reporter, 4 h; inhibition, % at 10 µM; 360,000 compounds, 0.98% hits;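 active means compounds whose plate-normalised and pattern-corrected inhibition of the luciferase reporter signal at the single screening dose is 50% or more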
C8 TRAIL sens = caspase-8 TRAIL sensitization; NB7+C8 cells + TRAIL, ATPlite viability luminescence; inhibition (viability loss, TRAIL sensitization), % at 10 µM; 360,000 compounds, 1% hits; AID 624354;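 active means compounds causing at least 50% loss of cell viability in the single-dose screen, relative to plate controls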
CF NFkB block = cystic fibrosis NF-kB activation inhibition | KKLEB NF-kB-GFP reporter, PAF-induced, GFP fluorescence overnight | inhibition, % at 5 µM | 360,000 compounds, 0.86% hits | AID 588850;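 active means at least 50% inhibition at 5 µM, scaled per plate between neutral and stimulator controls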;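 further: PAF is a Pseudomonas aeruginosa culture filtrate used as stimulus; plate controls were PAF-stimulated DMSO wells for no effect and unstimulated DMSO wells for full effect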
LRH-1 inv ag = NR5A2 inverse agonism in reporter assay; O00482; HEK293T StAR-luciferase reporter, LRH-1 transfected, 24 h; AID 602396; 360,000 compounds, 0.13% hits; inhibition, % at 3.6 µM;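 active means inhibition above the mean inhibition of all tested compounds plus 3 SD, cut at about 73% in these data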;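 further: 0% = DMSO wells and 100% = reporter-only cells lacking LRH-1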
Target sequence (O00482 whole entry, looked up): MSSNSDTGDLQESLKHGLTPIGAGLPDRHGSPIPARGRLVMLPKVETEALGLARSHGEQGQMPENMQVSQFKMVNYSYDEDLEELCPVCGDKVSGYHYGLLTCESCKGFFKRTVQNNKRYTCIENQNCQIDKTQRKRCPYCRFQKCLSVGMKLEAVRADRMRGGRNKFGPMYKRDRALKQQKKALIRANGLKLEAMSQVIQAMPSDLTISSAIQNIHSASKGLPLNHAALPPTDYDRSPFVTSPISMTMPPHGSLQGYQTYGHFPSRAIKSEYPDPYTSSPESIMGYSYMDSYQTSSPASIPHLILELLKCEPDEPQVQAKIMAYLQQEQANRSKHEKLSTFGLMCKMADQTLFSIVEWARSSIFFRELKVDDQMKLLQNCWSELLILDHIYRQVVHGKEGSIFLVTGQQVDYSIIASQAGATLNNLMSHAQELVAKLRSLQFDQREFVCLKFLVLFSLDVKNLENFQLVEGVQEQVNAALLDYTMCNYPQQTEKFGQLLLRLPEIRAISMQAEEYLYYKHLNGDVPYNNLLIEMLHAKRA
SRC3 inh = inhibits human SRC3 coactivator. Q9Y6Q9. HEK293 GAL4-SRC3 luciferase reporter, luminescence. inhibition, % at 3.6 µM. 360,000 compounds, 0.17% hits;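 active means inhibition above a per-campaign cutoff, the mean of all compounds plus 3 SD, cut at about 60% in these data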;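 further: 0% = DMSO-treated cells and 100% = gossypol-treated cells at 36 µM; higher means less SRC3-driven luciferase light from the GAL4 reporter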
TWEAK Fn14 block = inhibitors of TWEAK-Fn14 interaction signaling; TWEAK-stimulated Fn14 reporter cells, luciferase luminescence, 8 h; inhibition, % at 10 µM; 360,000 compounds, 2% hits; AID 1159606; in the data active means inhibition above about 50%
KKLEB tox = CF airway cell cytotoxicity counter-screen; AID 602141; KKLEB CF airway cells viability, ATPlite luminescence, overnight; hits give low values; cells stimulated with P. aeruginosa culture filtrate; 360,000 compounds, 0.36% hits; activity change (cytotoxicity), % at 5 µM;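 active means corrected activity change at or below -50% at 5 µM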
COUP-TFII inh = NR2F2 (human) inhibition, primary screen; P24468; HEK293T NGFI-A luciferase reporter, luminescence; inhibition, % at 8.6 µM; 370,000 compounds, 0.7% hits; AID 686940;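 active means inhibition above a per-plate cutoff, mean inhibition of test wells between control levels plus 3 SD, cut at about 38% in these data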;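 further: cells cotransfected with COUP-TFII expression vector driving the NGFI-A reporter; 0% = median of COUP-TF2 test wells and 100% = reporter-only cells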
Target sequence (P24468 whole entry, looked up): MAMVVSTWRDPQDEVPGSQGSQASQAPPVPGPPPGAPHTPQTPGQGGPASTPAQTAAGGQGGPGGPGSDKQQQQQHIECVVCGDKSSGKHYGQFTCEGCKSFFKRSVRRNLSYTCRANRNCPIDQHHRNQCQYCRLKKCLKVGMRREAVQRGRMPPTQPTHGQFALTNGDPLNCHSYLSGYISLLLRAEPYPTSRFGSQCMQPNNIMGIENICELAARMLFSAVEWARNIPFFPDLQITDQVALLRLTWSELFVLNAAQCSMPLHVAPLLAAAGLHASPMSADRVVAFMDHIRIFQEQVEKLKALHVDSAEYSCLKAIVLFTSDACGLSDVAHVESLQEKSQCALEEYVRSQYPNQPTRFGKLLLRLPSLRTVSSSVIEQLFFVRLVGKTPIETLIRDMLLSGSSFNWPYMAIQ
LMP1 NFkB inh = inhibitors of Epstein-Barr LMP1-induced NF-kappaB reporter; LMP1-induced NF-kappaB luciferase reporter cells, luminescence; inhibition, % at 12.5 µM; 350,000 compounds, 0.69% hits; AID 504558; in the data active means inhibition above about 41%;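 further: 0% = neutral control wells and 100% = reference inhibitor control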
Starred values were filed as active, the others as inactive; x = no result given.

SMILES	SRC1 inh	SRC2 inh	TROY NFkB inh	C8 TRAIL sens	CF NFkB block	LRH-1 inv ag	SRC3 inh	TWEAK Fn14 block	KKLEB tox	COUP-TFII inh	LMP1 NFkB inh
COc1ccc(S(=O)(=O)N(C)C)cc1NC(=O)C1CCN(c2ncnc3sc(C)c(C)c23)CC1	15	-12	31	21	28	-3	2	37	-3	34	9
Cc1ccc(N2CC(C(=O)Nc3nccs3)CC2=O)cc1 (configuration not stated)	6	-13	-11	-1	4	0	3	-12	0	-4	-4
CC(=O)N1CCc2cc(S(=O)(=O)CCC(=O)NCCc3ccc(C)cc3)ccc21	1	-23	3	-8	9	7	-23	-5	-2	17	4
CC(C)Cn1c(-c2nn(C)cc2Cl)n[nH]c1=S	-9	-9	17	8	-4	4	-8	-7	4	-2	1
COc1ccc(NS(=O)(=O)NC(=O)c2cn(C)c3ccccc23)cc1	-27	-6	-23	-1	9	5	2	-11	3	-12	-6
Cn1ncc2c(NCCO)nc(Cl)nc21	9	4	12	-12	-5	-1	-21	0	-1	17	-6
Cc1c(NS(=O)(=O)c2cc(C(=O)OCC(=O)c3ccccc3F)ccc2Cl)c(=O)n(-c2ccccc2)n1C	-10	12	-17	6	-11	-4	11	0	-2	4	-6
COc1ccc(C)cc1NC(=O)Nc1ccncc1	-14	1	5	-8	25	-36	0	6	0	-16	-3
O=C(Nc1ccccc1)OCC1CCCN2CCCCC12 (configuration not stated)	-13	-17	-13	7	-2	-17	-11	-28	10	-5	10
CCOC(=O)C1CCCN(C(=O)COC(=O)C2=COCCO2)C1 (configuration not stated)	-9	8	-13	7	-13	5	7	3	0	15	0
COc1ccc(/C=C2\SC(=Nc3ccccc3OC)NC2=O)cc1	-4	-38	8	35	56*	-9	2	24	-8	9	-16
CC(CNC(=O)CCCn1ncn2c(cc3occc32)c1=O)c1ccccc1 (configuration not stated)	-34	-12	-1	6	11	-6	-9	-6	5	-6	1
COc1ccc(CCN2CC(C(=O)OCC(=O)NC(C)c3cccc(Cl)c3)CC2=O)cc1OC (configuration not stated)	0	-16	4	-19	5	7	4	-4	2	-2	-7
O=C(Cc1ccccc1)Nc1cccc(-c2nc3ncccc3o2)c1	-1	-24	-1	-5	-34	-7	-12	-3	14	-17	-10
C1=C(c2ccccc2)Nc2ccccc2N=C1c1ccccc1	-39	-3	-43	8	-7	-95	-27	-21	-2	-1	-17

Given as comma-separated lines: entries from further up.
SMILES,SRC1 inh,SRC2 inh,TROY NFkB inh,C8 TRAIL sens,CF NFkB block,LRH-1 inv ag,SRC3 inh,TWEAK Fn14 block,KKLEB tox,COUP-TFII inh,LMP1 NFkB inh
Cc1ccc(N2CC(C(=O)Nc3nccs3)CC2=O)cc1 (configuration not stated),6,-13,-11,-1,4,0,3,-12,0,-4,-4
CC(=O)N1CCc2cc(S(=O)(=O)CCC(=O)NCCc3ccc(C)cc3)ccc21,1,-23,3,-8,9,7,-23,-5,-2,17,4
CC(C)Cn1c(-c2nn(C)cc2Cl)n[nH]c1=S,-9,-9,17,8,-4,4,-8,-7,4,-2,1
COc1ccc(NS(=O)(=O)NC(=O)c2cn(C)c3ccccc23)cc1,-27,-6,-23,-1,9,5,2,-11,3,-12,-6
Cn1ncc2c(NCCO)nc(Cl)nc21,9,4,12,-12,-5,-1,-21,0,-1,17,-6
Cc1c(NS(=O)(=O)c2cc(C(=O)OCC(=O)c3ccccc3F)ccc2Cl)c(=O)n(-c2ccccc2)n1C,-10,12,-17,6,-11,-4,11,0,-2,4,-6
COc1ccc(C)cc1NC(=O)Nc1ccncc1,-14,1,5,-8,25,-36,0,6,0,-16,-3
O=C(Nc1ccccc1)OCC1CCCN2CCCCC12 (configuration not stated),-13,-17,-13,7,-2,-17,-11,-28,10,-5,10
CCOC(=O)C1CCCN(C(=O)COC(=O)C2=COCCO2)C1 (configuration not stated),-9,8,-13,7,-13,5,7,3,0,15,0
COc1ccc(/C=C2\SC(=Nc3ccccc3OC)NC2=O)cc1,-4,-38,8,35,56*,-9,2,24,-8,9,-16
CC(CNC(=O)CCCn1ncn2c(cc3occc32)c1=O)c1ccccc1 (configuration not stated),-34,-12,-1,6,11,-6,-9,-6,5,-6,1
COc1ccc(CCN2CC(C(=O)OCC(=O)NC(C)c3cccc(Cl)c3)CC2=O)cc1OC (configuration not stated),0,-16,4,-19,5,7,4,-4,2,-2,-7

The listing continues:
SMILES	SRC1 inh	SRC2 inh	TROY NFkB inh	C8 TRAIL sens	CF NFkB block	LRH-1 inv ag	SRC3 inh	TWEAK Fn14 block	KKLEB tox	COUP-TFII inh	LMP1 NFkB inh
Cc1ccc(OCC(=O)N(c2ccccn2)C2CCCCC2)c(C)c1	-15	-3	-5	3	4	-19	-4	20	1	21	-6
N#C/C(=C\c1cc([N+](=O)[O-])c(N2CCOCC2)cc1N1CCOCC1)c1nc2ccccc2[nH]1	-7	-9	-24	-18	-49	6	16	-27	-4	-3	-4
Nc1ccc(Cl)c[n+]1Cc1cccc2cccnc12	-2	24	2	16	-7	23	-2	15	4	-1	3
CC(=O)c1ccc(S(=O)(=O)NC2CC(=O)N(c3ccc4c(c3)OCCO4)C2)cc1 (configuration not stated)	-14	-12	-23	3	5	3	-4	4	8	-25	-2
NC(=O)c1nn(-c2ccccc2)nc1NC(=O)CN1CCCCC1	-11	18	7	1	4	1	4	19	-4	21	-4
CCOc1cc(N2CCOCC2)c(OCC)cc1NC(=O)C(C)Oc1ccccc1 (configuration not stated)	17	-3	-13	-1	-20	20	-53	-17	-8	8	5
CCN1C(=O)[C@H]2[C@@H](c3ccc(C)cc3)N[C@]3(CCCN(CC4CCCCC4)C3=O)[C@H]2C1=O	10	26	8	-8	4	8	-4	6	16	8	4
CN(CC(=O)Nc1cccc(S(=O)(=O)N(C)c2ccccc2)c1)Cc1cccs1	-2	-9	10	9	4	9	0	12	-7	-3	-1
Cc1ccc(S(=O)(=O)CCC(=O)OCC(=O)c2c(N)n(CC(C)C)c(=O)n(C)c2=O)cc1	-16	13	24	14	24	5	11	-2	6	10	25
CCOc1cc(/C=C2/SC(=S)N(CC3CCCO3)C2=O)ccc1O (configuration not stated)	-10	11	-26	3	-12	0	-5	13	7	1	8
Cc1cccc(C(=O)Oc2ccccc2-c2nnco2)c1	-20	-24	-58	5	23	-7	4	23	-9	-13	6
Cc1ccc(Nc2nc(N)c3ccccc3n2)cc1Cl	-82	-68	16	69*	1	-119	-111	68*	-46	-29	-40
COc1ncc(-c2ccc3c(c2)S(=O)(=O)c2cccc(C(=O)NCc4ccco4)c2C3=O)cn1	5	-9	0	4	4	-8	7	26	-23	-4	3
CCn1c(COc2ccc3c(c2)CCCC3)nnc1SCC(=O)Nc1ccc(C(=O)OC)cc1	0	16	-22	-13	-7	40	2	-13	-1	1	0
CCn1c(=O)n(CC(=O)NCc2ccco2)c(=O)c2ccccc21	-3	12	4	4	14	24	8	-2	-3	-7	-1
CCOC(=O)C(=CNc1ccc(Oc2cncc(Cl)c2)nc1)C(=O)OCC	14	-9	-7	-1	7	7	14	-6	4	26	5
COc1ccccc1C(=O)NCc1ccco1	1	-8	-5	-9	0	5	9	27	-9	-12	12
Cc1ccc(CS(=O)Cc2ccc(C(=O)NC3CCCC(C)C3C)o2)cc1 (configuration not stated)	14	13	11	3	14	-2	12	14	-5	7	-4
CCOc1ccc(C(=O)N[C@H](C(=O)Nc2cccc(S(=O)(=O)N3CCCCC3)c2)C(C)C)cc1	7	3	23	1	20	15	6	-1	-26	-3	8
Cc1ccc(S(=O)(=O)N(C)C)cc1NC(=O)COC(=O)c1n[nH]c(=O)c2ccccc12	9	-8	4	-15	8	-7	-4	-16	2	4	-12
N#C/C(Cn1c[n+](NC(=O)Nc2ccccc2)cn1)=N/O	6	7	19	10	1	18	9	3	3	-2	0
COc1cccc(NC(=O)CCNC(=O)C2CCN(S(=O)(=O)c3ccc(F)cc3)CC2)c1	-27	-14	25	-18	-7	14	6	22	3	4	8
N#CCCn1cc(/C=N/O)c(-c2ccc(F)cc2)n1	1	3	-7	12	6	-14	18	-10	4	8	4
CCCc1cc(=O)[nH]c(SCC(=O)N2CCc3cc(OC)c(OC)cc3C2)n1	4	-1	0	-4	-3	6	12	-7	-1	0	-1
COc1cccc(Nc2ccc(N3CCCCC3)cc2)c1OC	-81	-54	-51	38	-14	-135	-57	-5	-9	-21	-73
COc1ccc(-n2nc(N)c3c(=O)oc(N(C)C)nc32)cc1	-27	-3	8	-20	-10	4	4	-9	10	3	-2
C[C@@H]1CN([C@@H](C)CO)C(=O)CCCn2cc(nn2)CO[C@H]1CN(C)S(=O)(=O)c1ccccc1F	2	14	-18	3	9	13	1	1	-2	13	-1
Cc1cc(C)cc(Cn2c3ccc(NC(=S)NC4CCCCC4)cc3c(=O)n2C)c1	-4	-8	6	7	3	-1	1	-4	-5	8	x
Cc1ccc(NC(=O)COC(=O)c2ccc(C)c(S(=O)(=O)N3CCOCC3)c2)cc1	-7	10	-7	8	-11	-7	-4	-1	7	-9	-2
Cn1c(/C(C#N)=C(\O)c2ccccc2Cl)nc2ccccc21	2	13	-5	24	5	-5	11	-3	2	-1	11
CN(C)c1cc[n+](CC(=O)Nc2ccc(Cl)cc2)cc1	14	-11	-17	14	-6	26	17	-5	-4	23	-17
COc1ccccc1-n1c(SCC(=O)NCC2CCCO2)nc2c([nH]c3ccccc32)c1=O (configuration not stated)	2	2	-5	-21	23	22	17	-9	-17	2	-10
Cc1onc(C(=O)Nc2cccc(C(F)(F)F)c2)c1[N+](=O)[O-]	-40	-13	-6	-16	-7	5	15	4	-18	9	1
COc1ccc(C(=O)O)cc1NS(=O)(=O)c1cccc2nsnc12	-8	-24	-9	-13	3	9	13	7	2	-3	-1
Cc1ccc(-c2ccc(CN3C(C(C)C)C(=O)N(Cc4cn(Cc5ccco5)nn4)CCS3(=O)=O)cc2)cc1 (configuration not stated)	-22	29	15	10	69*	-15	11	26	-20	16	-8
O=c1cc(-c2cccs2)oc2ccc(Cl)cc12	-81	-68	-71	30	-62	-120	-53	-20	2	-46	-15
CCCN1CCC(NC(=O)Nc2ccc(Br)cc2)CC1	6	7	-27	-4	-2	16	-10	-24	7	-18	1
COc1ccc(C/C(C)=N/NC(=O)c2ccc(C)cc2C)cc1	-67	-11	-12	-6	6	-13	11	-5	10	-14	12
Cc1cc(NC(=O)c2cc(C)on2)n(-c2ccccc2)n1	-2	13	4	0	1	-6	-2	-1	-4	1	-9
